Source: PubChem
C2C12 statin: suppression of simvastatin myotoxicity; hit rate 0.78% among 330,000; rescue of ATP level, % at 7.49 µM; AID 602340; C2C12 myotubes + simvastatin, ATP luminescence, 48 h; scaled: DMSO 0, geranylgeraniol control 100;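 active means mean ATP rescue above about 67%, or every replicate alone reaching that limit, limit read from the data, passing the limit was not always enough; inconclusive means no clear call, values can overlap the other calls; inactive means mean under the limit and some replicate under it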;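 further: myotubes were challenged with 10 µM simvastatin during compound exposure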
Cneo AK release: causes C. neoformans cell lysis. adenylate kinase release luminescence, 4 h; normalised: neutral wells 0, clomiphene wells 100. lysis activity, % at 15 µM. hit rate 0.2% among 360,000. AID 651654;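 active means mean lysis activity across replicates of at least 80%, whatever share of replicates individually reach that level; inactive means mean lysis activity below 80%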
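Material: C. neoformans cells; Schedule: 4 h static compound exposure, 37 °C, read 1 h post-reagent; Measured by: adenylate kinase release luminescence; Read-out: signal increase indicating cell lysis; Controls: Clomiphene as positive lysis control.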
miR-122 sensor: miR-122 inhibition in Huh7 cells | Huh7 miR-122 Renilla luciferase sensor, 48 h; neutral wells = 0, positive control = 100 | activation (reporter increase), % at 12.5 µM | hit rate 0.3% among 340,000;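 active means mean replicate activation score at least 90 and every replicate individually at or above 90; inconclusive means only one of the two criteria met; inactive means neither criterion met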;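 further: higher luciferase means less miR-122 activity so hits act as miR-122 inhibitors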
esBAF inh: SWI/SNF esBAF complex inhibition; mouse ES cells, Bmi1-luciferase knock-in reporter, 24 h; 100% = twice the neutral-well signal; reporter increase, % at 12.5 µM; hit rate 2% among 350,000; in the data active means activation above about 40%; inconclusive means no clear call, values can overlap the other calls;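 further: 0% = median of the plate's neutral control wells and 100% = double that signal; a rise in the Bmi1 reporter signal indicates esBAF inhibition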
ARNT-TACC3 inh: disruptors of human ARNT/TACC3 interaction; Q9Y6A5; AlphaScreen His-ARNT PAS-B/GST-TACC3 binding, luminescence; TACC3 fragment carries E629A point mutation; inhibition, % at 9.99 µM; hit rate 0.66% among 390,000; AID 623870;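 active means mean inhibition of replicates at least 50% and at least half of replicates each reaching 50%; inconclusive means half or more replicates reach 50% but mean below 50%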;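 further: 0% = complete ARNT plus TACC3 wells and 100% = ARNT alone without TACC3; many hits fall short of the cut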
SIRT5 block: blocks human SIRT5 desuccinylation of peptide. Purified SirT5, succinyl-peptide AMC, trypsin-coupled fluorescence. hit rate 1.1% among 330,000. Q9NXA8. inhibition, % at 15 µM. AID 652115; in the data active means inhibition above about 15%; inconclusive means no clear call, values can overlap the other calls
Target sequence (Q9NXA8 whole entry, looked up): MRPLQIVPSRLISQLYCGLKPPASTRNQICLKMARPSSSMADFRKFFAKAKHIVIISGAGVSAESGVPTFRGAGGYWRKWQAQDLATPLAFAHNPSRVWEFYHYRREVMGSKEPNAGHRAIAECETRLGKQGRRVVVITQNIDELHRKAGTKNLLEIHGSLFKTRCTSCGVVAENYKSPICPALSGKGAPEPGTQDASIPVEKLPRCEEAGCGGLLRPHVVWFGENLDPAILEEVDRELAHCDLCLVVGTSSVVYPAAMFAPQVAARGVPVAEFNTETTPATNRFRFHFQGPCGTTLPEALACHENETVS
ERp5 block: ERp5 (human) disulfide isomerase inhibition; ERp5 insulin aggregation, absorbance 650 nm, 90 min; inhibition, % at 9.99 µM; hit rate 0.05% among 350,000; AID 651711;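 active means mean replicate inhibition above about 25%, with every replicate also reaching it, limit read from the data, passing the limit was not always enough; inconclusive means only one of those two criteria met; inactive means neither criterion met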
Target sequence (Q15084 whole entry, looked up): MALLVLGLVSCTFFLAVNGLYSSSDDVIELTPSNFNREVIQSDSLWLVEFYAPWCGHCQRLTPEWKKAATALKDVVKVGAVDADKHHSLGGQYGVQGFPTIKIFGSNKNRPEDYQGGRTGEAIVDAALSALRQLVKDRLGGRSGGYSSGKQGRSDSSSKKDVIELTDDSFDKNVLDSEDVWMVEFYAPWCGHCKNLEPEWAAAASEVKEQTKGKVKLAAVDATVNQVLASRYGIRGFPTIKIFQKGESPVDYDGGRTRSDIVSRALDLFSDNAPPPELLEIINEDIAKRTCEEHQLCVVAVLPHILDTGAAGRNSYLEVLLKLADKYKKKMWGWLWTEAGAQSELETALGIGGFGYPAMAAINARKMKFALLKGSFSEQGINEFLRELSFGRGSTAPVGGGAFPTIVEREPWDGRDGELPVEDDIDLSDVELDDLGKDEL
Active calls of the source: *; ? = inconclusive; . = no result given; [ ] = remark or other dose.

Order of values – C2C12 statin, Cneo AK release, miR-122 sensor, esBAF inh, ARNT-TACC3 inh, SIRT5 block, ERp5 block
C[C@H]1CN([C@@H](C)CO)C(=O)Cc2cc(NC(=O)Cc3ccccc3)ccc2O[C@@H]1CN(C)S(=O)(=O)c1ccccc1
  10, -1, -1[16.7 µM], -2, -9, 2, 3
CCS(=O)(=O)NCC[C@H]1CC[C@@H](NC(=O)C2CCCC2)[C@H](CO)O1
  -1, 68, 2[16.7 µM], -3, 0, 3, -1
O=S(=O)(c1ccc(Oc2ccc(F)c(Cl)c2)nc1)N1CCOCC1
  7, -3, 5, 6, -8, 0, 0
C[C@@H]1CN([C@@H](C)CO)C(=O)Cc2cc(NC(=O)CCCN(C)C)ccc2O[C@@H]1CN(C)S(=O)(=O)c1cccs1
  -8, 0, 0[16.7 µM], 2, 10, ., .
O=C(c1cccs1)c1coc2ccc(O)c(CN3CCOCC3)c12
  1, 3, 0, 1, 33, 29*, 2
O=C(NC1CCCC1)c1nc2c(nnn2Cc2cccc(Cl)c2)c(=O)[nH]1
  8, 1, ., -3, -5, ., .
CC1(C)NC(=O)N(CC(=O)NNC(=O)c2ccccc2F)C1=O
  -7, 0, 3, 18, 9, -1, 16
O=C(NCC1CC1)[C@@H]1[C@@H](CO)[C@@H]2Cn3c(ccc(C4=CCCC4)c3=O)[C@H]1N2CCC(F)(F)F
  13, -2, ., 0, 0, -10, -4
NC(=O)c1ccc(NC(=O)c2cc(S(=O)(=O)N3CCCCC3)ccc2N2CCOCC2)cc1
  -3, -1, -1, 0, 4, 3, 2
C[C@H]1CN([C@@H](C)CO)C(=O)c2cc(NC(=O)Nc3ccc(C(F)(F)F)cc3)ccc2O[C@@H]1CN(C)Cc1ccc(Oc2ccccc2)cc1
  16, -3, -4[16.7 µM], 5, -2, 4, -1
COc1ccc(/C(C)=N/NC(=O)c2nnn(-c3nonc3N)c2CN(C)c2ccccc2)cc1
  -34, -2, 1, 1, ., -4, 0
COc1cccc(CNC(=O)CSc2nc3ccc(C)cc3[nH]2)c1
  12, 0, 0, 4, -3, 0, 0
CN(CC(=O)Nc1ccccc1Cl)C(=O)c1cccc(S(=O)(=O)N2CCN(c3ccccc3)CC2)c1
  -27, -3, -4, -14, 1, 1, 1
COc1ccc(NC(=O)N(C)C[C@H]2Oc3c(NC(=O)c4ccncc4)cccc3C(=O)N([C@H](C)CO)C[C@H]2C)cc1
  18, 1, -5[16.7 µM], 3, -4, -3, 1
Cc1ccc(C)c(SCC(=O)NC(=O)NC2CCCC2)c1
  2, -2, -1, 8, -5, -2, -13
Cc1noc(C)c1NC(=O)Nc1cccc2c1O[C@@H](CN(C)CC1CCCCC1)[C@H](C)CN([C@H](C)CO)C2=O
  14, 6, 21[16.7 µM], 1, 8, 2, -3
Cc1ccc(OCC(=O)Nc2ccc(N3CCN(S(C)(=O)=O)CC3)cc2)c(C)c1
  4, -1, 0, -9, -1, 1, -5
CC(=O)OCC(=O)Nc1ccc(N=Nc2ccccc2)cc1
  ., ., ., ., 1, -10, 0
CCOc1ccc(N2C(=O)CSC2c2ccncc2)cc1 (stereo unspecified)
  7, -1, 3, -6, 18, ., .
CN(C)c1ccc2c(O)cc(=O)n(C)c2c1
  -10, 0, 2, 1, 18, ., .
Cc1cc(C)cc(OCC(=O)Nc2cc(NC(=O)COc3cc(C)cc(C)c3)cc(C(=O)O)c2)c1
  2, 0, ., 6, -40, 2, 2
CC(C)(C)OC(=O)NCCCC[C@H](NC(=O)c1nc[nH]c1C(=O)NCc1ccccc1)C(=O)OC(C)(C)C
  4, 0, 3, 7, 9, ., 5
CCCNC(=O)N1C[C@@H](O)COC[C@@H]2O[C@H](CC(=O)N[C@@H]3CCN(Cc4ccccc4)C3)CC[C@H]21
  -7, 1, -4[16.7 µM], -3, 3, ., .
CC(=O)Nc1sc2c(c1C(c1ccccc1Cl)N1CCN(CCO)CC1)CCCC2 (stereo unspecified)
  2, -2, -2, 8, 9, ., 2
Cc1cc(C(=O)OCC(=O)NCc2ccccc2)c2ccccc2n1
  1, 1, 6, -6, -2, -1, -6
O=C(NC1CCN(S(=O)(=O)c2ccccc2)CC1)c1ccccc1
  3, -3, -2, 6, -3, -3, 2
Cc1cc(C)c2c(=O)[nH]c(SCC(=O)Nc3ccc(Br)cc3)nc2n1
  1, 3, -21, -6, -7, -1, -1
Cc1ccc(Nc2c(O)nc[nH]c2=O)cc1
  -1, 0, 3, -6, -7, -4, 9
Cc1cc(NCCCOC(C)C)n2c(nc3ccccc32)c1C#N
  -25, -1, -7, -7, -4, -4, 3
CCN(C(=O)CN1C(=O)NC(c2ccccc2)(c2ccccc2)C1=O)c1ccccc1
  7, -2, -6, -3, 11, -2, 5

The closing 3 compounds of the section before are carried over, then new ones follow:
Order of values – C2C12 statin, Cneo AK release, miR-122 sensor, esBAF inh, ARNT-TACC3 inh, SIRT5 block, ERp5 block
Cc1ccc(Nc2c(O)nc[nH]c2=O)cc1
  -1, 0, 3, -6, -7, -4, 9
Cc1cc(NCCCOC(C)C)n2c(nc3ccccc32)c1C#N
  -25, -1, -7, -7, -4, -4, 3
CCN(C(=O)CN1C(=O)NC(c2ccccc2)(c2ccccc2)C1=O)c1ccccc1
  7, -2, -6, -3, 11, -2, 5
CCc1cnc(N2[C@H](C#N)[C@H](c3ccccc3)[C@H]2CO)s1
  -6, 1, ., 1, -1, 1, 4
Cc1ccsc1C(=O)NCC(=O)OCc1ccccc1
  10, -1, 2, 3, 4, -2, 3
O=C(C[C@H]1CC[C@@H](NC(=O)c2cccnc2)[C@H](CO)O1)NCCN1CCCCC1
  -1, -1, ., -5, -7, -7, 1
CCn1c(Cc2c(C)[nH]c3ccccc23)nnc1SCC(=O)NCc1ccco1
  -5, 8, -3, -6, 5, ., .
CC(=O)C(C)n1c(CN(C)Cc2ccccc2)nc2c1c(=O)n(C)c(=O)n2C (stereo unspecified)
  -7, -1, ., 4, -18, -4, 7
Cn1nnnc1Sc1ncnc2scc(-c3cccc4ccccc34)c12
  -29, -1, 1, -2, -5, ., 3
C[C@H](CO)N1C[C@H](C)[C@H](CN(C)Cc2ccccc2)Oc2ccc(NC(=O)Cc3cn(C)c4ccccc34)cc2C1=O
  24, -57, -2[16.7 µM], -6, 9, 1, 8
Cc1ccc(NC(=O)CNc2ccc(N3CCOCC3)cc2)cc1S(=O)(=O)N(C)C
  ., ., ., ., 7, -1, 2
CNC[C@@H]1Oc2ccc(NC(=O)Cc3cn(C)c4ccccc34)cc2CC(=O)N([C@H](C)CO)C[C@@H]1C
  6, -1, 2[16.7 µM], 5, -7, -1, 2
O=c1[nH]c2cc3c(cc2cc1CN(CCO)S(=O)(=O)c1ccccc1Cl)OCCO3
  -1, 1, -2, -3, -1, ., .
CC12CC3(C)CC(C)(C1)CC(C(=O)NC1=NCCS1)(C2)C3
  4, 5, 14, -8, 6, ., .
COC(=O)c1c(NC(=O)CCl)sc(C(=O)N2CCOCC2)c1C
  5, -1, -5, 4, 7, -2, 2
CC(C)=CCOc1c2ccoc2c(OCC=C(C)C)c2oc(=O)ccc12
  -40, -1, -16, -4, -2, 0, -4
O=[N+]([O-])c1cccc(C2=NCCS2)c1
  ., 52, -4, ., -9, ., .
COc1cc(OC)cc(-c2c(C#Cc3ccsc3)c3cc(-c4ccccc4OC)ccc3n2C)c1
  -7, -4, 0, -5, -2, -6, 5
CCOC(=O)Cc1csc(NS(=O)(=O)c2ccc3c4c(cccc24)C(=O)N3CC)n1
  1, 0, 1, -2, 19, ., .
CCCCn1c(Cc2ccccc2)nnc1SCC(=O)N1CCOCC1
  -12, 0, -1, -1, -1, ., .
CC1CCN(C(=S)Nc2ccc3nc4n(c(=O)c3c2)CCCCC4)CC1
  -10, -2, -3, 12, 4, ., .
O=C(NCc1ccc(Cl)cc1)N1CCOCC1
  14, 0, -4, 1, -7, 0, 2
COc1ccc(CN(C)C[C@@H]2OCCCC[C@H](C)Oc3ccc(NC(=O)NC4CCCCC4)cc3C(=O)N([C@H](C)CO)C[C@H]2C)cc1
  ., 2, 2[16.7 µM], 2, 7, 0, -1
COc1ccc(/C=N/N=C/c2ccc(OC)c(O)c2)cc1O
  1, -4, -7, -1, -8, ., .
COc1ccc(CNC/C=C/c2ccccc2)cc1
  -1, 0, -22, -6, 0, -3, -2
COC(=O)C1=C(C)N(Cc2ccccc2)C(=NCc2cccc(Cl)c2)N[C@H]1c1cccc(F)c1
  -31, 7, ., -9, 1, ., .
O=C(CCc1ccccc1)NNc1cc(N2CCCCC2)nc(N2CCCCC2)n1
  -4, 1, -2, 9, 21, 10, -2
Cc1[nH][nH]c(=O)c1N=Nc1ccc(Br)c(Cl)c1
  3, 13, 2, 30, -4, -3, -5
COc1cc(C(=O)NCc2nnc(SCC(=O)Nc3nc4ccccc4s3)o2)cc(OC)c1OC
  ., ., ., ., 1, -5, -4
Cc1ccnc(Nc2nc(-c3ccc(O)cc3)cs2)c1
  -3, -4, -12, 50*, -1, -3, 2
O=S(=O)(N/N=C1\CC(c2ccccc2)Oc2ccccc21)c1ccccc1 (stereo unspecified)
  -6, 3, 7, 13, 26, ., .
C[C@@H]1CN([C@H](C)CO)C(=O)c2cc(C3=CCCCC3)cnc2O[C@@H]1CN(C)CC1CCOCC1
  17, -2, 0[16.7 µM], 5, 8, -1, -7
Cn1ccs/c1=N\C(=O)Nc1cccc(C(F)(F)F)c1
  5, -2, -5, 45, -5, -1, 1
O=C(Cn1ncnn1)OCc1ccccc1Cl
  -1, 0, -5, -8, 7, ., .
CSCCC(NC(=O)c1ccccc1)C(=O)NCCc1ccc2c(c1)OCCO2 (stereo unspecified)
  -10, 1, ., 4, 35, 2, -10
CC(C)COC(=O)C(C#N)c1nc2ccccc2nc1N1CCN(Cc2ccc3c(c2)OCO3)CC1 (stereo unspecified)
  -3, 1, 7, -2, 5, -3, -4
Cc1ccccc1-c1cnc2c(c1)C(=O)N([C@H](C)CO)C[C@H](C)[C@H](CN(C)CC1CCOCC1)O2
  17, -2, -7[16.7 µM], 3, -3, -2, -3
COC(=O)[C@@]12CCCCN1[C@H](c1ccc(-c3ccc(Cl)c(Cl)c3)cc1)[C@H]1C(=O)N(C)C(=O)[C@H]12
  7, 1, -4, 0, -6, ., 1
CCOCCn1c(-c2ccccc2)nc2ccccc21
  ., 2, -6, ., ., -1, 5
CC(C)(C)Nc1nc(-c2ccc3c(c2)CCN3C(=O)C2CC2)cs1
  2, -3, ., 95*, 1, -1, -2
CC(C(=O)NCC1(c2ccccc2)CCOCC1)N1CCOCC1 (stereo unspecified)
  ., ., ., ., -7, 6, ?
Cc1cccc(N(Cc2ccccc2)C(=O)CCl)c1
  ., ., ., ., 9, -8, -6
C[C@H]1CN([C@@H](C)CO)C(=O)c2cccc(NC(=O)Nc3ccccc3)c2O[C@@H]1CN(C)C(=O)Nc1cccc2ccccc12
  11, -4, -8[16.7 µM], 4, 6, 1, -7
CCCOc1ccc(-c2nnn(CC(=O)N3CCC(C)CC3)n2)cc1
  40, 0, 7, 15, -4, ., .
C[C@H](O)C#Cc1cnc2c(c1)C(=O)N([C@@H](C)CO)C[C@@H](C)[C@@H](CN(C)C(=O)Cc1ccncc1)O2
  1, 115*, 14[16.7 µM], -31, -9, -4, 1
CC(C)(C)NC(=S)Nc1cccc(C(F)(F)F)c1
  -13, 8, -5, -2, -5, 0, 0
CCC(=O)c1ccc(OCC(O)CN2CCN(c3ccccn3)CC2)cc1 (stereo unspecified)
  14, 1, ., -3, 7, -2, 0
CCCNC(=O)NC[C@H]1[C@H](c2ccc(C3=CCCCC3)cc2)[C@@H](CO)N1C(C)=O
  9, 6, 21[16.7 µM], -5, -2, 0, 7
C[C@H](NC(=O)c1ccco1)C(=O)NCCc1ccc(S(N)(=O)=O)cc1
  0, -2, 5, 5, 3, 3, 5
O=C(Nc1ccc(Cl)c(Cl)c1)OCc1cccnc1
  -18, -2, -1, 53*, -7, ., .
